Source: PubChem
VIM-2 inh: blocks Pseudomonas aeruginosa VIM-2 metallo-beta-lactamase; 290,000 compounds, 0.89% hits; purified VIM-2, nitrocefin hydrolysis, epi-absorbance fluorescence; AID 1527; inhibition, % at 5.6 µM;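 active = inhibition above the mean of all tested compounds plus 3 SD, cutoff set per screening run, cut at about 7.5% in these data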;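 note: red hydrolysis product quenches plate fluorescence so inhibitors raise well fluorescence; 0% = enzyme with DMSO and 100% = DMSO without enzyme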
HCV NS3 hel inh: inhibitors of Hepatitis C virus NS3 helicase; NS3 helicase DNA unwinding, Cy5 molecular beacon fluorescence; inhibition, % at 10.9 µM; 290,000 compounds, 0.56% hits; AID 1800;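 active = inhibition above the mean of all tested compounds plus 3 SD, set per campaign, cut at about 35% in these data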;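 note: 0% = DMSO wells and 100% = thioflavine S control wells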
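Assay system – hepatitis C virus NS3 helicase domain fragment enzyme · Buffer or medium – MOPS pH 6.5, MgCl2, DTT, Tween20, BSA · Reagent – Cy5/quencher beacon DNA duplex and ATP to start · Compound – single 10.9 µM dose · Timing – 1 h at 25 °C · Technique – Cy5 beacon fluorescence read at start and 1 h · Measure – % inhibition of unwinding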
p-CIP stab down: compounds decreasing mouse p/CIP protein stability; Q05BA5; F442A p/CIP-EGFP cells, EGFP fluorescence, 16 h; decrease of EGFP signal, % at 10 µM; 290,000 compounds, 0.01% hits; AID 1984;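 active = EGFP signal decrease of at least 30% at 10 µM or well 3 SD below plate mean, unless failing retest; inactive = the rest, including hits failing retest or dose response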; note: some compounds called inactive have numbers as strong as hits; many of its hits are not listed in these tables
MEKK3 PB1 HTS: raises or lowers MEK5 binding to the human MEKK3 PB1 domain. bead-based flow cytometry, Alexa488-MEK5 binding to MEKK3; actives lie on both sides; 0 = blocked by unlabeled MEK5, 100 = vehicle. binding response (% of control), % at 10 µM. Q99759. 290,000 compounds, 1.4% hits. AID 1529;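 active = binding response more than 3 SD above or below the average of its plate-row segment, actives on both sides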;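 note: Alexa488 bead fluorescence after subtracting the streptavidin-only scavenger bead signal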
FID counter: counter-screen for HCV NS3 helicase inhibitors: DNA intercalator displacement; inhibition, % at 7.9 µM; AID 1845; 290,000 compounds, 0.17% hits; DNA fluorescent intercalator displacement, fluorescence; in the data active = inhibition above about 37%;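 note: 0% = vehicle and 100% = reference compound; higher means more ethidium bromide displaced from hairpin DNA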
IMP-1 inh: blocks Pseudomonas aeruginosa IMP-1 metallo-beta-lactamase | purified IMP-1, nitrocefin hydrolysis, epi-absorbance fluorescence | inhibition, % at 5.6 µM | 290,000 compounds, 0.45% hits | AID 1556;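 active = inhibition above the mean plus 3 SD of all compounds in the same screening run, cut at about 4.5% in these data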;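 note: 0% = IMP-1 with DMSO and 100% = DMSO wells lacking enzyme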
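Material – recombinant IMP-1 enzyme, purified · Amount – IMP-1 0.2 nM before substrate addition · Medium – HEPES buffer pH 7.1 with ZnSO4 and Brij 35 · Timing – 25 °C, 15 min preincubation, 25 min reaction · Measured by – plate fluorescence quenching by hydrolysis product, ex 480/em 530 nm · Read-out – percent enzyme inhibition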
SUMO HTRF inh: inhibitors of human SUMOylation (UBC9). P63279. HTRF SUMOylation assay, SAE1/SAE2 + UBC9, in vitro. inhibition, % at 35 µM. 290,000 compounds, 0.36% hits; in the data active = inhibition above about 50%, passing the limit was not always enough; note: strong numbers were not always called active
Target sequence (P63279 whole entry, looked up): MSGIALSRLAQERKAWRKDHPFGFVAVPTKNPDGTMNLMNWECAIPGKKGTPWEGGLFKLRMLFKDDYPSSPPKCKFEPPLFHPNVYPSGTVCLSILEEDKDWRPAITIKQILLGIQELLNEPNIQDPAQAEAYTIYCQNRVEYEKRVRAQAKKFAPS
PHOSPHO1 inh: blocks human PHOSPHO1 phosphatase activity; Q8TCT1; recombinant PHOSPHO1, absorbance phosphatase assay; inhibition, % at 13.3 µM; 290,000 compounds, 1.1% hits; AID 1565; in the data active = inhibition above about 60%
Target sequence (Q8TCT1 whole entry, looked up): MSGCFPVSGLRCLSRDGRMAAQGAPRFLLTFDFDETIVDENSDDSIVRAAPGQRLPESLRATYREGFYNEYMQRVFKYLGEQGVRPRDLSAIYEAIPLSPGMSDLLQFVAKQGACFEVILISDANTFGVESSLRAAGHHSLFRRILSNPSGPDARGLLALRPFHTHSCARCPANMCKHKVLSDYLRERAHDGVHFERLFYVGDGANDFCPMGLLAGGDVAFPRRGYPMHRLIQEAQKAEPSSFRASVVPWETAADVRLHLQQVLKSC
IDE act: activators of human insulin-degrading enzyme in cells | HEK cells, FAbeta-B cleavage, fluorescence polarization; 0% vehicle, 100% cell-free pure enzyme wells | AID 493087 | 340,000 compounds, 0.073% hits | activation, % at 5.96 µM | P14735;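 active = activation above the mean of all tested compounds plus 3 SD, set per screening campaign, cut at about 17% in these data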
Numbers without * were called inactive; . = not tested or not shown; [ ] = dose if it differs, or a comment. Some of the compounds tested (hit frequency here may not be typical).

SMILES	VIM-2 inh	HCV NS3 hel inh	p-CIP stab down	MEKK3 PB1 HTS	FID counter	IMP-1 inh	SUMO HTRF inh	PHOSPHO1 inh	IDE act
Cc1ccc(C2CC2c2n[nH]c(=S)n2-c2cccc(Cl)c2)cc1 (stereo unspecified)	-1.7	0	17	114	-11	-3.1	1	-2	-11
c1ccc2c(c1)ncn2CCC1CCCCC1	-5.7	-9	-7	96	-13	-4.6	6	-1	-4
CCn1nc(C)c(NC(=O)c2cc(Br)ccc2Cl)c1C	-1.9	-1	9	87	-2	-3.8	1	17	-1
CCCCc1nc(NCCN2CCOCC2)c(C#N)c2c1COC(C)(C)C2	-1.4	-4	3	101	-6	-2.1	-13	20	4
CCN1C(=O)CSc2ccc(C(=O)NCc3ccccc3OC)cc21	-0.5	-8	0	105	-14	-2.4	0	5	-3
CC(C)c1nnc(NC(=O)C2CCCN(C(=O)Nc3ccc(F)cc3)C2)s1 (stereo unspecified)	-1.4	-3	13	103	-23	-2.9	-14	42	4
Cc1nc2ccc(NC(=O)N3CCSCC3)cc2s1	-0.4	1	-6	103	-10	-2.6	11	3	2
CC(=NCc1cccc(Cl)c1)c1nc(-c2ccco2)oc1O	0.2	5	-9	92	-5	1.5	3	-8	3
CS(=O)(=O)N(CC(=O)N1CCc2ccccc2C1)Cc1ccc(Cl)cc1	-3.1	-11	-17	100	-21	-1.6	4	-34	-2
CCN1CCN(/C=N/c2nc3c(s2)CCCC3)CC1	-1.0	0	-12	99	0	-2.0	0	1	1
COc1cc(-c2n[nH]c(=S)n2-c2cccc(C(F)(F)F)c2)cc(OC)c1OC	-3.5	-1	4	101	-33	-2.1	-2	-17	4
N#Cc1ccc(C(=O)NNC(=O)c2ccncc2)cc1	-1.7	8	-5	113	-2	-2.7	13	19	-2
COc1cccc(CN2CC(C(=O)N3CCCO3)CCC2=O)c1 (stereo unspecified)	-3.6	-4	-2	98	-10	-2.9	8	22	-1
CCN1C(=O)C(O)(CC(=O)c2c(C)coc2C)c2ccccc21 (stereo unspecified)	-1.8	10	-10	105	-3	-1.9	16	37	-2
CCOC(=O)CC(=O)Nc1ccc(C(=O)OCC)cc1	-2.6	7	4	97	-6	-3.6	-1	-17	3
CCC(=O)NC(=S)Nc1ccc(NC(=O)c2ccco2)cc1	-4.1	9	2	99	-5	-3.2	4	27	2
O=C(NCCN1CCCCC1)Nc1cccc(Cl)c1Cl	-2.5	-2	4	109	4	-2.6	3	14	3
CC1CCN(C(=O)c2ccc(NC(=O)C3CCCO3)cc2)CC1 (stereo unspecified)	-2.0	-1	4	97	-22	-4.2	5	-14	0
Clc1ccccc1C1=Nn2c(nnc2-c2ccco2)SC1	7.3	4	-1	100	-15	-3.9	18	24	.
COc1ccc(Cl)cc1C(=O)N1CCN(c2ccccn2)CC1	-2.0	7	-12	101	-14	-2.7	1	48	-2

An excerpt from above, showing only FID counter.
Compound | FID counter
c1ccc2c(c1)ncn2CCC1CCCCC1 | -13
CCN1C(=O)C(O)(CC(=O)c2c(C)coc2C)c2ccccc21 (stereo unspecified) | -3
CCOC(=O)CC(=O)Nc1ccc(C(=O)OCC)cc1 | -6
CCn1nc(C)c(NC(=O)c2cc(Br)ccc2Cl)c1C | -2
CS(=O)(=O)N(CC(=O)N1CCc2ccccc2C1)Cc1ccc(Cl)cc1 | -21
CC1CCN(C(=O)c2ccc(NC(=O)C3CCCO3)cc2)CC1 (stereo unspecified) | -22
N#Cc1ccc(C(=O)NNC(=O)c2ccncc2)cc1 | -2

Back to the main list with the 2 entries that preceded the break.
SMILES	VIM-2 inh	HCV NS3 hel inh	p-CIP stab down	MEKK3 PB1 HTS	FID counter	IMP-1 inh	SUMO HTRF inh	PHOSPHO1 inh	IDE act
Clc1ccccc1C1=Nn2c(nnc2-c2ccco2)SC1	7.3	4	-1	100	-15	-3.9	18	24	.
COc1ccc(Cl)cc1C(=O)N1CCN(c2ccccn2)CC1	-2.0	7	-12	101	-14	-2.7	1	48	-2
Cc1nc2sc(C(c3ccccc3)N3CCN(C)CC3)c(O)n2n1 (stereo unspecified)	.	.	-2	101	.	.	-4	13	2
Cc1cc(OCCOc2cccc3cccnc23)cc(C)c1Cl	-3.5	-9	2	103	-14	-0.3	-8	-5	-2
c1ccc(CCn2nnnc2C(c2cccs2)N2CCOCC2)cc1 (stereo unspecified)	.	.	-5	106	.	.	3	15	7
Cc1ccc(C)c(C2=CSC3=NS(=O)(=O)CCN23)c1	-1.4	-1	-12	2.0*[inhibitor]	3	-1.1	26	10	1
CC(C)COP(=O)(c1ccc(N(C)C)cc1)C(O)c1ccccc1F (stereo unspecified)	-0.6	0	-9	91	-25	-4.0	25	8	1
O=S(=O)(Nc1cccnc1)c1ccc(Br)c2ccccc12	-0.1	-5	-8	99	-26	-1.6	-1	44	-5
Cc1cccc(C)c1NC(=O)C1c2cccc[n+]2CC(=O)N1Cc1ccc2c(c1)OCO2 (stereo unspecified)	-2.7	12	7	99	-3	-2.0	-6	-2	3
Cc1ccc(N=C2NC(=O)CS2)cc1	-0.8	1	-7	99	-1	-3.5	14	-50	3
COc1ccc(CNCc2ccccc2[N+](=O)[O-])cc1OC	-0.8	-5	-2	109	3	-4.3	14	13	4
Cc1cc2cc(CNC(=O)c3ccc(S(=O)(=O)N4CCCC4)cc3)ccc2n1C	0.0	1	-13	105	-29	-0.3	-38	-2	5
COc1ccc2c(c1)c1nc(SCC(C)C)n(CCO)c(=O)c1n2C	-1.7	-2	12	103	-2	-2.9	9	3	1
COC(=O)c1cn(C(=O)c2ccccc2)c2ccccc12	-6.2	6	-6	112	0	-3.1	-6	41	0
CCOc1ccc(N(CC(=O)NC2CCCC2)C(=O)CCC(=O)Nc2nccs2)cc1	-2.3	0	-2	98	-44	0.2	2	45	1
COCCCNS(=O)(=O)c1cccc(S(=O)(=O)c2cccc(S(=O)(=O)NCCCOC)c2)c1	-2.1	4	-9	102	-19	-1.8	28	20	0
O=C(NC(=S)Nc1ccc(NC(=O)c2ccco2)cc1)c1ccccc1	-2.1	0	13	131	-2	0.3	15	-12	4
CCCCOc1ccc(-c2n[nH]c(=S)n2Cc2ccccc2)cc1	-3.5	-1	-1	102	-32	-1.5	-9	-106	1
CCOC(=O)c1cn(Cc2ccc(C)cc2)nn1	-2.3	11	-5	99	-6	-2.8	8	-6	3
O=C(Nc1cccc(C(F)(F)F)c1)C1CCN(S(=O)(=O)c2cccnc2)CC1	-0.8	-7	-8	100	-9	-3.0	-2	51	-3
N#Cc1c(SCC(=O)N2CCOCC2)nsc1SCC(=O)N1CCOCC1	-6.1	-3	-8	107	0	-6.6	12	-10	2
CC(Sc1nnnn1C)C(=O)Nc1ccccc1-c1ccccc1 (stereo unspecified)	-3.2	-10	-6	99	-3	-4.6	0	-11	-1
Cc1ccccc1N1CCN(C(=S)c2ccc([N+](=O)[O-])cc2)CC1	-2.5	-3	-5	92	0	-2.5	16	-16	5
CC(C)C(=O)NN(C(=O)C(C)C)c1nc2ccccc2s1	-2.2	-6	-4	103	-2	-2.8	13	20	-5
N/C(=N\S(=O)(=O)c1cccs1)c1ccccc1	-2.5	2	2	106	-7	-4.3	0	20	-1
CN(CC(=O)Nc1ccc(Cl)cc1)c1ccc(S(=O)(=O)N2CCCCC2)cc1[N+](=O)[O-]	-3.2	-3	-4	101	2	-1.1	-6	-22	-1
CCCC(=O)Nc1nc(C)c(-c2csc(Nc3ccccc3OC)n2)s1	-0.8	-10	-10	103	-1	-2.3	21	86*	-4
Clc1ccc(Nc2c3c(nc4ncnn24)CCC3)cc1	2.1	-10	-6	93	-12	-4.4	10	51	5
Cc1nn(C(=O)c2c([N+](=O)[O-])cnn2C)c(C)c1Cl	-3.0	-1	-10	116	-1	0.6	5	8	5
CCOC(=O)C1=C(C)N=c2s/c(=C\c3ccc(OCC(=O)O)cc3)c(=O)n2C1c1ccccc1OC (stereo unspecified)	1.8	-46	6	104	20	-0.2	21	29	0
Cc1ccc2c(c1)nnn2C1CCN(C(=O)C23CC4CC(CC(C4)C2)C3)CC1	-3.5	13	-3	88	-8	-1.2	9	-1	-3
COc1ccc2c3c(cccc13)OCC2=O	2.0	24	-12	101	-1	-1.0	29	4	-1

The list goes on, starting with the last 4 of the part before.
SMILES	VIM-2 inh	HCV NS3 hel inh	p-CIP stab down	MEKK3 PB1 HTS	FID counter	IMP-1 inh	SUMO HTRF inh	PHOSPHO1 inh	IDE act
Cc1nn(C(=O)c2c([N+](=O)[O-])cnn2C)c(C)c1Cl	-3.0	-1	-10	116	-1	0.6	5	8	5
CCOC(=O)C1=C(C)N=c2s/c(=C\c3ccc(OCC(=O)O)cc3)c(=O)n2C1c1ccccc1OC (stereo unspecified)	1.8	-46	6	104	20	-0.2	21	29	0
Cc1ccc2c(c1)nnn2C1CCN(C(=O)C23CC4CC(CC(C4)C2)C3)CC1	-3.5	13	-3	88	-8	-1.2	9	-1	-3
COc1ccc2c3c(cccc13)OCC2=O	2.0	24	-12	101	-1	-1.0	29	4	-1
CCOC(=O)c1c(C=O)c2ccccc2n1CC	-1.2	-4	14	101	1	-2.8	3	-13	-5
Cc1cc(C)n(-c2nc3c(c(=O)[nH]c(=O)n3C)n2C(C)C)n1	-1.5	-8	3	102	-4	-0.2	-12	18	5
Cc1cc(C)cc(-n2cc(C(=O)O)c(=O)cc2C)c1	1.4	6	-11	102	-5	-1.5	18	32	4
CC1Cc2ccccc2N1C(=O)C1CC(=O)N(c2ccccc2)C1 (stereo unspecified)	-3.9	4	-4	98	-22	-1.1	20	39	5
CCCNC(=O)c1ccc2c(c1)CCN2S(C)(=O)=O	-2.3	7	6	100	-1	-2.9	18	51	4
Cc1ccc(CNC(=O)C2CC3Cn4c(nc5cc6ccccc6cc54)C3N2C)o1 (stereo unspecified)	.	.	3	104	.	.	-19	31	2
COc1cccc(NC(=O)c2cn(C)c(=O)c3cc(OC)c(OC)cc23)c1	-5.6	-6	5	103	-17	-3.9	17	36	-6
Cc1cccn2c(CN3CCCN(C=O)CC3)c(C(=O)N(C)CCc3ccccc3)nc12	1.6	-6	7	60	-22	-0.6	-1	8	-1
O=C(c1cc2cc(Br)ccc2oc1=O)N1CCCC1	-0.5	6	-3	88	1	-0.2	20	2	3
